Screening results from PubChem.
Glyco luc inh: blocks N-linked glycosylation in D54 reporter cells | D54 ERlucT glycosylation luciferase reporter, 24 h; percent of 100 nM tunicamycin response | 360,000 compounds, 0.23% hits | AID 588692 | reporter increase, % at 12.5 µM;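 active = mean luciferase reporter signal, scaled so untreated is 0 and the glycosylation-blocking control 100, at or above a set limit in every replicate; inconclusive = mean reaches the limit but not every replicate does; inactive = mean below the limit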;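 note: luciferase carries N-glycosylation sites so blocking glycosylation raises the light; 0% = median of neutral control wells and 100% = median of 100 nM tunicamycin wells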
MC4R antag cAMP: antagonists of human melanocortin 4 receptor (MC4R); AID 540295; MC4R-expressing cells, MTII-stimulated cAMP, LANCE TR-FRET; inhibition, % at 6.5 µM; 360,000 compounds, 0.48% hits;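 active = inhibition above its plate's cutoff, the mean of tested wells on that plate plus 3 SD, cut at about 29% in these data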;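 note: 0% = Melanotan II alone and 100% = Melanotan II plus saturating MCL0020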
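Assay system: human MC4R-expressing U2OS cells; reagent: Melanotan II stimulation of cells; dosing: 6.5 µM single dose; timing: compound 30 min, challenge 1 h, detection 1 h; signal: TR-FRET cAMP assay; replicates: one well per compound, no replicates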
HTR2A ag: activates the mouse 5-HT2A serotonin receptor. activation, % at 7.6 µM. 360,000 compounds, 0.66% hits. CHO-K1 mHTR2A beta-arrestin complementation, luminescence; percent of 30 µM serotonin response. P35363;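 active = activation above a run cutoff, the mean activation of all tested compounds plus 3 SD, cut at about 14% in these data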;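 note: 0% = plate median of compound wells and 100% = 30 µM serotonin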
ABCB6 inh MLPCN: inhibitors of human ABC transporter ABCB6; Q9NP58; AID 602162; fluorescence ratio to DMSO, % at 10 µM; 360,000 compounds, 0.19% hits; K562-ABCB6 porphyrin accumulation, flow cytometry, 1 h; stronger effect = lower value;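 active = fluorescence ratio to DMSO below 75%, the collection mean minus 3 SD; inconclusive = too few cells collected in the well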;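 note: signal is porphyrin accumulated inside mitochondria; 100% equals median channel fluorescence of DMSO control wells; lower ratio means ABCB6 inhibition with less porphyrin fluorescence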
Cardio protect: modulators protecting cardiomyocytes from myocardial damage. H9c2 cardiomyocytes, H2O2 injury protection, ATPLite, 2 h. 360,000 compounds, 0.63% hits. protection from H2O2 cell death, % at 20 µM. AID 588492;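 active = compounds giving at least 50% protection of heart cells from peroxide-induced death in the single-dose screen, raw or plate-pattern-corrected value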;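 note: 0% = DMSO wells with peroxide and 100% = DMSO wells without peroxide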
NOD2 RIPK2 PPI: inhibitors of human NOD2-RIPK2 interaction; O43353; CHO BLA complementation NOD2-RIPK2, CCF4 ratio; inhibition, % at 4.98 µM; 360,000 compounds, 0.38% hits; in the data active = inhibition above about 21%;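 note: 0% = vehicle only and 100% = reference blocker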
MC4R ag barr: activates human MC4R beta-arrestin recruitment | U2OS MC4R beta-arrestin complementation, luminescence; percent of melanotan II response, DMSO zero | activation, % at 8.9 µM | 360,000 compounds, 0.98% hits | AID 540308;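 active = activation above a per-plate cutoff, the mean activation of sample wells on that plate plus 3 SD, cut at about 8% in these data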
TLR9-MyD88 block: TLR9-MyD88 interaction inhibition. Q9NR96+Q99836. CHO BLA complementation TLR9-MyD88, CCF4 FRET ratio. inhibition, % at 4.98 µM. 340,000 compounds, 0.21% hits. AID 504734;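 active = inhibition above the mean over all tested compounds plus 3 SD, cut at about 21% in these data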;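 note: 0% = DMSO only wells and 100% = clavulanate BLA inhibitor control wells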
SRC2 inh: human SRC2 (NCOA2) inhibition. inhibition, % at 9 µM. HEK293 GAL4-SRC2 luciferase reporter, luminescence. 370,000 compounds, 0.17% hits. Q15596;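 active = inhibition above the mean inhibition of all tested compounds plus 3 SD, set per campaign, cut at about 52% in these data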;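 note: 0% = DMSO treated cells and 100% = cells given Gossypol at 36 µM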
Target sequence (Q15596 whole entry, looked up, the tested form may be a part): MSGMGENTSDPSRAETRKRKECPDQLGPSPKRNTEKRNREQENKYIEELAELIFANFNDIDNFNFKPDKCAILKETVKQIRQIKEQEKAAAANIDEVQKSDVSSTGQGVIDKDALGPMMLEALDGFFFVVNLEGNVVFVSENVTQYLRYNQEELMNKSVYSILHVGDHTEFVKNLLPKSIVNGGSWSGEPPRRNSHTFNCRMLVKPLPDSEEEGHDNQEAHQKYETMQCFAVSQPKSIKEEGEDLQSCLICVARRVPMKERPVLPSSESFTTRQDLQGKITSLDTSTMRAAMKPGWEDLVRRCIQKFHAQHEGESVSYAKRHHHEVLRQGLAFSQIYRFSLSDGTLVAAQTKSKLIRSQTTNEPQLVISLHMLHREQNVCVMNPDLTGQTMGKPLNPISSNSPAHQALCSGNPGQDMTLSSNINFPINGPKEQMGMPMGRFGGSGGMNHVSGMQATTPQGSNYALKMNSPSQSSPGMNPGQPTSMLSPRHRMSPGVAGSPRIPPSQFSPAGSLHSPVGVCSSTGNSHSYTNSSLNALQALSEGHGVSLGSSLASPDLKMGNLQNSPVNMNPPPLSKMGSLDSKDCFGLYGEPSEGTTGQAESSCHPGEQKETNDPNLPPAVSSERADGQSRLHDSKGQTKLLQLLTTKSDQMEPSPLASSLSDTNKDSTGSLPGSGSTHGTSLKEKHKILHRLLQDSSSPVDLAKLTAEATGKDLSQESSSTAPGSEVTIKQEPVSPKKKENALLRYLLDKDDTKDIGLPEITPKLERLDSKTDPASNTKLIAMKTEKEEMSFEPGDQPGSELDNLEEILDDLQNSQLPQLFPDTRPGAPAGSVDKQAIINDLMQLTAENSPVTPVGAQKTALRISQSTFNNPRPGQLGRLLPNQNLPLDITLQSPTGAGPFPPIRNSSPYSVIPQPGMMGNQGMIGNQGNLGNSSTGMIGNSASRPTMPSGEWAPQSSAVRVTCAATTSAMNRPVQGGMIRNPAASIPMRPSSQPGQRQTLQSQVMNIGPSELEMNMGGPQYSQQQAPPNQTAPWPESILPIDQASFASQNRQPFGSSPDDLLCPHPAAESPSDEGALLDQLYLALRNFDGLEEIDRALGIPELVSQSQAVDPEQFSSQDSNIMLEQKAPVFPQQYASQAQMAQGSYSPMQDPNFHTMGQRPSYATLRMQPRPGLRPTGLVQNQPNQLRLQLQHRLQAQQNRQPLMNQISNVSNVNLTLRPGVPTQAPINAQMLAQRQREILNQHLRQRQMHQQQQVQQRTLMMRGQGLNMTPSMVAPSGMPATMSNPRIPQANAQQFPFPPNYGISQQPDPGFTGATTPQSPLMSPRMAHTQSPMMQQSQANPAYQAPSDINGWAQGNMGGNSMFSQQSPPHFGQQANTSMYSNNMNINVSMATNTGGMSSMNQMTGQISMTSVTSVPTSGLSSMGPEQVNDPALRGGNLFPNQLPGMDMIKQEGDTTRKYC
ABHD5 PLIN5 PPI: ABHD5-PLIN5 protein interaction inhibition; Split G. princeps luciferase complementation, luminescence, 4 h; AID 602281; inhibition, % at 4 µM; Q00G26+Q8WTS1; 360,000 compounds, 0.78% hits;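 active = inhibition above the mean inhibition across every tested compound plus 3 SD, cut at about 22% in these data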;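 note: 0% = DMSO only wells and the 100% control is not disclosed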
Numbers without * were called inactive; i = inactive; ? = inconclusive; . = not tested or not shown. Some of the compounds tested; count on the stated rates, not on these rows.

SMILES	Glyco luc inh	MC4R antag cAMP	HTR2A ag	ABCB6 inh MLPCN	Cardio protect	NOD2 RIPK2 PPI	MC4R ag barr	TLR9-MyD88 block	SRC2 inh	ABHD5 PLIN5 PPI
Cc1nc(-c2coc3c(CN(C)C)c(O)ccc3c2=O)cs1	-1	12	1	99	-4	7	0.9	2	-3	-4
COc1ccc(NCc2ccc([N+](=O)[O-])s2)cc1	5	6	3	107	6	-4	-1.9	-9	4	0
Cc1ccc(-c2cc(C(=O)Nc3ccccn3)c3ccccc3n2)o1	2	7	-2	106	9	0	-0.7	0	9	6
O=C(Nc1ccc(F)cc1)c1cccnc1N1CCCCC1	1	8	-3	103	2	-11	1.2	-5	2	-2
COc1cc(OC)c(CN2CCN(c3ccc(F)cc3)CC2)cc1Br	2	6	-9	97	0	1	3.3	-2	5	7
Cc1cc(OC(=O)c2c(Cl)cc(Cl)cc2Cl)nc(C)n1	-1	-9	3	99	-2	-6	-0.7	-3	-46	11
NNC(=O)C12CC3CC(C1)CC(n1ncnn1)(C3)C2	1	-3	-1	98	2	-2	0.2	5	-27	-3
CCOc1ccc(NC(=O)c2ccc(Br)o2)c([N+](=O)[O-])c1	1	0	4	100	-6	4	6.3	0	-43	6
CCOc1ccc(N2C(=O)CC(Sc3nc(CC(C)C)ccc3C#N)C2=O)cc1 (stereo not given)	-1	15	2	105	-1	-5	1.4	-8	5	-14
Cc1ccc(C(=O)NCC(=O)OCC(=O)N2CC(C)OC(C)C2)cc1 (stereo not given)	1	16	6	99	-4	4	-4.1	-3	-18	3
O=C(CSCc1c(F)cccc1Cl)NCCc1ccccc1	-4	-1	4	103	4	-11	0.8	-8	-13	-29
CC1(C(=O)NS(=O)(=O)c2ccccc2)CCN1C(=O)Cc1cccs1 (stereo not given)	0	-2	0	93	0	-2	-0.9	.	-15	-12
Fc1ccc(-c2nc3c(Cl)cc(C(F)(F)F)cn3c2Cc2cccc(F)c2)cc1	1	.	12	103	-3	-27	.	.	-28	15
Cc1cc(NC(=O)CCC2CCCCC2)no1	-1	1	-2	90	-4	0	3.0	-10	-10	8
O=[N+]([O-])c1ccc(N/N=C/c2sc(N3CCOCC3)nc2-c2ccccc2)c(S(=O)(=O)Nc2ccccc2Cl)c1	0	7	4	i	-15	-6	-0.7	6	13	-4

One compound at a time, from the list above. Values in the order: Glyco luc inh | MC4R antag cAMP | HTR2A ag | ABCB6 inh MLPCN | Cardio protect | NOD2 RIPK2 PPI | MC4R ag barr | TLR9-MyD88 block | SRC2 inh | ABHD5 PLIN5 PPI
O=C(CSCc1c(F)cccc1Cl)NCCc1ccccc1 is listed as -4 | -1 | 4 | 103 | 4 | -11 | 0.8 | -8 | -13 | -29
Cc1cc(NC(=O)CCC2CCCCC2)no1 is listed as -1 | 1 | -2 | 90 | -4 | 0 | 3.0 | -10 | -10 | 8
Cc1cc(OC(=O)c2c(Cl)cc(Cl)cc2Cl)nc(C)n1 is listed as -1 | -9 | 3 | 99 | -2 | -6 | -0.7 | -3 | -46 | 11
CCOc1ccc(N2C(=O)CC(Sc3nc(CC(C)C)ccc3C#N)C2=O)cc1 (stereo not given) is listed as -1 | 15 | 2 | 105 | -1 | -5 | 1.4 | -8 | 5 | -14

The listing continues.
SMILES	Glyco luc inh	MC4R antag cAMP	HTR2A ag	ABCB6 inh MLPCN	Cardio protect	NOD2 RIPK2 PPI	MC4R ag barr	TLR9-MyD88 block	SRC2 inh	ABHD5 PLIN5 PPI
Cc1ccc(NC(=O)CCCSc2nc3ccccc3[nH]2)cc1	2	8	-5	104	-1	-6	-0.9	-6	7	5
CCc1ccc(NC(=S)NC(=O)c2c(-c3ccccc3Cl)noc2C)cc1	-2	24	-6	101	-10	-9	-1.3	6	-60	-8
Cn1c(SCC(=O)NCc2ccc3c(c2)OCO3)nnc1-c1cc2ccccc2cc1O	-1	7	1	98	-7	11	-0.1	0	-15	7
CC(=O)Nc1ccc(S(=O)(=O)N(C#N)c2nc(C)cc(C)n2)cc1	-1	8	-1	97	2	-6	-0.8	-3	0	7
COc1ccc(C2C(C(C)=O)=C(C)Nc3ncnn32)cc1[N+](=O)[O-] (stereo not given)	2	4	4	93	5	5	-1.6	0	-9	-6
CC(C)(C)C(=O)COC(=O)c1ccc(N)c([N+](=O)[O-])c1	0	7	3	100	6	0	-1.9	-7	10	0
CC(=O)c1cccc(S(=O)(=O)NC2CC2)c1	3	0	2	99	4	-10	0.9	-8	-8	1
COc1cccc(NC(=O)CSc2ccc3nnc(-c4ccccn4)n3n2)c1	5	-2	-1	95	3	-4	-1.6	0	-28	-2
Cc1ccc2oc(=O)c3cnn(CC(=O)N(CCC(C)C)Cc4ccco4)c3c2c1	1	5	2	?	11	6	3.0	4	-19	0
CCC(C)(C)NC(=O)CN(CCc1cccc(C)c1)C(=O)c1csnn1	-1	2	-1	94	1	-6	-1.2	7	-2	4
COC(=O)[C@@]1(Cc2ccc(F)cc2)[C@H]2c3cc(C(=O)N4CCCC4)n(CCCNc4ncc(C(F)(F)F)cc4Cl)c3C[C@H]2CN1C(=O)c1ccccc1	-4	3	-5	97	-2	11	-1.0	6	.	5
Cc1sc2nc(SC3CCOC3=O)n(Cc3ccccc3)c(=O)c2c1C (stereo not given)	3	4	0	104	5	-6	-1.7	3	3	1
COc1ccc(-c2cc(CCC(=O)N3CCN(c4cc(C)ccc4C)CC3)[nH]n2)cc1	-2	-4	-1	94	-16	-5	0.2	-1	29	1
O=C(NC(c1ccccc1)c1ccccc1)C1(c2cccs2)CCOCC1	-3	4	-1	103	6	-4	-0.2	4	.	1
Cn1c(SCC(=O)NCc2ccco2)nnc1-c1cccs1	2	1	4	94	2	-7	-2.1	2	14	-2
Cn1cc(Cl)c(-c2n[nH]c(=S)n2C2CCCCC2)n1	0	11	-1	101	0	-12	-2.7	6	-6	-4
c1ccc(-c2noc(CN3CCN(c4cnccn4)CC3)n2)cc1	0	0	2	97	3	2	1.1	4	-13	-1
CCSc1cc(N2CCCC2)nc(-c2ccccc2)n1	5	13	0	98	-12	-5	1.1	-1	-22	-5
O=C(NC12CC3CC(CC(C3)C1)C2)c1cccnc1Cl	1	14	3	84	-5	7	0.6	-9	18	-5
COc1ccc(C(=O)N2CCc3cc(OC)c(OC)cc3C2)cc1OC	4	6	2	98	8	7	-1.4	-10	-1	-1
Cc1ccccc1CNC1CCCCC1	1	2	1	102	8	0	1.4	0	3	6
COc1ccc(C/C(C)=N/NC(=S)Nc2ccccc2F)cc1	-11	-1	1	99	-16	-1	-2.4	-5	-51	-3
O=Cc1cn(-c2ccccc2)nc1-c1cc2cc(O)ccc2oc1=O	4	-22	-2	93	5	8	0.4	0	14	2
CCC(C)[C@H](NC(=O)NCc1ccc(Cl)cc1)C(=O)OC (stereo not given in full)	-1	3	3	100	-3	-8	2.7	3	-13	2
C=CCNC(=O)CN1C2CCCC1CC(NC(=O)c1ccccc1C)C2 (stereo not given)	1	6	7	93	-1	-6	-1.7	-2	-4	-1
CCCOC(=O)c1ccc(NC(=O)C(=O)NCCN(CC)CC)cc1	-3	5	-2	103	2	-2	-1.9	1	-20	0
CC(CN1CCCCCC1)C(=O)NN (stereo not given)	0	6	-5	92	-2	-11	-0.1	1	-3	-2
N#CC1=C(SCc2ccccc2)NC(=O)CC1c1cccc(O)c1 (stereo not given)	-2	2	1	91	4	8	-1.6	-4	0	0
COc1ccccc1CC1CC(=O)N(c2cccc(Cl)c2C)C1=O (stereo not given)	3	1	4	103	-7	-9	2.3	0	-2	15
C=CCn1c(SCC(=O)NC(=O)c2cccn2C)nc2ccccc2c1=O	3	0	2	98	-10	-7	1.4	16	0	-3
O=C(CNC(=O)c1ccccc1)OCc1nnc(-c2ccc(Cl)cc2)o1	1	-2	1	99	5	-7	0.5	-11	8	-9
Cc1cc[n+](CC(=O)c2cccc([N+](=O)[O-])c2)c2ccccc12	8	3	1	116	-3	-4	-0.8	-8	-8	0
Brc1ccccc1C1=Nn2c(nnc2-c2ccccc2)SC1	-3	5	-11	95	-8	-1	-3.1	-6	-14	-3
COc1ccc2cc(S(=O)(=O)N3CCN(C)CC3)ccc2c1	-1	8	-6	95	1	-6	-0.1	-1	-8	4
C=CCOC(=O)/C(=C\c1ccccc1)NC(=O)c1ccc(C)cc1	-6	6	1	98	-1	-5	0.3	16	-80	-2
O=C(Nc1cccc(NC(=O)c2ccco2)c1)c1ccc2c(c1)OCCO2	-2	0	3	99	-4	-3	7.1	-1	-26	10
CC1=C(C(=O)N(C)C)CC(CC(=O)NCC2CCCCC2)C(=O)N1Cc1ccccc1 (stereo not given)	1	5	0	101	-3	-8	-1.1	3	7	-4
CCOC(=O)[C@H]1[C@H]2COc3ccc(Cl)cc3[C@@H]2N2C(=O)CN(Cc3ccc(Cl)cc3)C(=O)[C@@]12C	-1	5	-1	103	10	11	-1.0	-6	5	3
COc1cc(CN2CCCC(C)C2)ccc1OCc1ccccc1 (stereo not given)	-3	0	-3	96	-2	2	-1.2	-9	-28	2
Cc1ccc(S(=O)(=O)NC(CCC(N)=O)C(=O)NCc2ccc3c(c2)OCO3)c(C)c1 (stereo not given)	1	-8	-4	99	-1	-4	-0.9	0	13	-12
CCCc1nc2ccc(NC(C)=O)cc2c(=O)n1Cc1ccc(Cl)cc1	-2	7	-7	97	-7	8	1.0	-2	-58	4
COc1ccc2c(c1)c1c(n2C(C)=O)C(OC(C)=O)=NCC1	-8	-9	-4	98	15	3	0.8	-6	14	-7
COc1cc2c(cc1OC)[C@@H](NC(=O)COc1ccccc1)[C@H](OCc1ccccc1)C2	2	9	-5	102	20	1	1.0	-4	9	-3
COc1ccc(-c2cc(-c3n[nH]c(=S)n3-c3cccc4ccccc34)[nH]n2)cc1	9	-3	-1	95	-12	10	-1.9	-4	12	-11
Cn1nccc1CNC(=O)c1c(Cl)cnn1C	1	7	6	98	9	0	-2.0	5	2	6
Cn1c(=O)[nH]c(=O)c2c1nc(Br)n2CC(O)COCc1ccccc1 (stereo not given)	2	5	2	102	25	6	-1.1	9	-42	-2
CC(=O)CCC(=O)OCC(=O)Nc1ccc(SC(F)F)cc1	0	0	-1	96	11	0	-3.1	-4	-24	-2
Cc1ccc(C(=O)O)cc1NC(=O)C1CCCN1S(=O)(=O)c1cccc2nsnc12 (stereo not given)	3	4	11	102	4	1	-0.9	0	-2	3
CC(C)N(C(C)C)S(=O)(=O)c1ccc(NN)nc1	-1	0	3	102	15	-12	3.8	-14	6	-9
Cc1ccc(NC(=O)c2ccc(F)c(S(=O)(=O)N3CCOCC3)c2)cc1F	-3	-7	0	97	-15	-7	1.2	3	17	13
O=C(CSC(=S)N1CCCCC1)N1N=CCC1c1ccccc1 (stereo not given)	-2	-2	-2	98	0	-12	-2.8	-4	-34	-4
COCCN1C(=O)CSCC1(C)C(=O)Nc1c(C)cccc1C (stereo not given)	.	.	6	.	.	-6	.	.	10	6
